Screening results deposited in PubChem by NMMLSC.
Myeloid diff 2: myeloid differentiation induction; ER-HoxA9 myeloid progenitors, lysozyme-GFP differentiation, flow cytometry; calls only at 10 µM; 1% of 360,000 active; AID 624256;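 active = normalized GFP-positive differentiation at or above the plate's own cutoff, the solvent-only control mean plus 3 SD; inconclusive = no clear call, values can overlap the other calls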;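 also: cells exposed to compound for four days before flow analysis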
Myeloid diff 2 GFP+ MAC1+ %: second read-out of Myeloid diff 2, no call of its own (marks repeat the call); GFP+ MAC1+ double positive, %; measured here: differentiation confirmed by MAC1 staining
* = called active by the depositor; i = inactive; ? = inconclusive; / = not tested or not shown; + = active, no number. Some of the compounds tested. The share of hits here may be higher or lower than overall.

SMILES	Myeloid diff 2	Myeloid diff 2 GFP+ MAC1+ %
COc1ccc2c(c1)C13CCN4CC5=CCOC6CC(=O)N2C1C6C5CC43 (stereo not drawn)	i	2.8
CC(NC(=O)N1CC1(C)C)c1ccccc1 (stereo not drawn)	i	1.0
COC(=O)C1=C(c2ccccc2)C[C@@H]2CC[C@H]1N2C	i	0.5
COC(=O)C1=C(c2ccccc2OCc2ccccc2)C[C@@H]2CC[C@H]1N2C(=O)NCc1cccc(F)c1	i	1.3
CCOC(=O)c1cccc(C2=C(CNC(=O)c3ccncc3)[C@H]3CC[C@@H](C2)N3Cc2ccccc2)c1	i	0.8
COC(=O)C1=C(c2ccc3ccccc3c2)C[C@@H]2CC[C@H]1N2C(=O)NCc1ccc(F)cc1	i	2.1
Cc1nccc2c1[nH]c1ccc(Br)cc12	i	2.9
COC(=O)C1=C(c2ccc(F)cc2F)C[C@@H]2CC[C@H]1N2C(=O)NCCOc1ccccc1	i	1.7
COCC(=O)N1Cc2ccccc2-n2nncc2C1	i	0.5
CC1C(c2ccccc2)OCCN1C (stereo not drawn)	i	1.7
CCOC(=O)[C@]12Cc3cc(Cl)ccc3[C@H]1N(C)C(=O)c1cc(OC)ccc12	+	1.9*
O=C(c1cccs1)N1CCC(C(=O)O)(c2ccccc2)CC1	i	0.1
CCCNC(=O)N1[C@H]2CC[C@@H]1C(C(=O)OC)=C(c1ccc3ccccc3c1)C2	i	4.6
COC(=O)C1=C(c2ccc(F)cc2OCc2ccccc2)C[C@@H]2CC[C@H]1N2C(=O)NCc1ccccc1Cl	+	6.4*
NNC(=O)c1ccc(O)cc1	i	0.9
CC(=O)C1C(N2CC2)CC2C3CC=C4CC(O)CCC4(C)C3CCC21C (stereo not drawn)	i	0.5
CN(C)Cc1c[nH]c2cc([N+](=O)[O-])ccc12	i	1.1
O=C(CCc1ccccc1)N1Cc2cc(-c3ccccc3)ccc2-n2nncc2C1	i	0.9
O=c1c2ccccc2[nH]c(=S)n1-c1cccc(Cl)c1	i	0.2
COc1ccc(C(CN(C)C)C2(O)CCCCC2)cc1 (stereo not drawn)	i	2.3
CCOC(=O)[C@]12Cc3cc4c(cc3[C@H]1N(Cc1ccccc1)C(=O)c1ccccc12)OCO4	i	4.0
ClC(Cl)=C(c1ccc(Cl)cc1)c1ccc(Cl)cc1	i	1.7
COC(=O)C1=C(c2ccc(F)cc2OCc2ccccc2)C[C@@H]2CC[C@H]1N2C(=O)N1CCCC1	i	0.5
COC(=O)C1=C(c2cccc(OC)c2OC)C[C@@H]2CC[C@H]1N2C(=O)NCc1cccc2ccccc12	i	1.9
CN1C(=O)N(C)C(=O)C(NS(=O)(=O)c2ccc(N)cc2)(c2ccccc2)C1=O	i	1.2
COc1ccc(CCN)cc1O	i	2.2
COC(=O)C1=C(c2ccc(OCc3ccccc3)cc2)C[C@@H]2CC[C@H]1N2C(=O)NCc1ccc(F)cc1	i	0.2
N#C/C(=C\c1cccc(O)c1)C(=O)O	i	2.9
O=C(Cc1cccs1)N1Cc2ccccc2-n2nncc2C1	i	0.9
CCS(=O)(=O)NCc1nnc2n1-c1ccc(Br)cc1C(c1ccccc1Cl)=NC2	i	1.4
COc1ccc(OC(=O)N(C)C[C@@H]2OCc3cnnn3CCCC(=O)N([C@H](C)CO)C[C@H]2C)cc1	i	1.3
COc1cc(OC)c(OC)cc1C=O	i	3.4
c1ccc(N2[C@@H]3CC[C@H]2c2ccncc2C3)cc1	i	3.0
Cc1ccccc1OP(=O)(Oc1ccccc1C)N1CCOCC1	i	0.7
O=C1C(Cl)=CC(=Nc2ccc(O)cc2)C=C1Cl	i	0.1
COC(=O)C1=C(c2ccc(C(C)=O)cc2)C[C@@H]2CC[C@H]1N2C(=O)NCc1ccc(C(F)(F)F)cc1	i	4.0
CC(C)(Cl)[N+](=O)[O-]	i	1.6
CC(=O)OC1CCC2(C)C(CC(=O)C3C2CCC2(C)C(OC(C)=O)CCC32)C1 (stereo not drawn)	i	0.6
O=P(N1CC1)(N1CC1)N1CCc2ccccc21	i	5.4
CCOC(=O)[C@]12Cc3cc(Cl)ccc3[C@H]1N(C1CCCCC1)C(=O)c1cc(OC)ccc12	i	4.5
COC(=O)C1=C(c2cccc(OC)c2OC)C[C@@H]2CC[C@H]1N2C	i	1.0
CCOC(=O)[C@]12Cc3c(cc(OC)c(OC)c3OC)[C@H]1N(C(C)C)C(=O)c1cc(OC)ccc12	i	2.3
COc1cc2oc(=O)c(CC(=O)N3C[C@H]4C[C@@H](C3)c3cccc(=O)n3C4)c(C)c2cc1Cl	i	1.3
CCCNC(=O)N1[C@H]2CC[C@@H]1C(C(=O)OC)=C(c1ccc(OC)c(OC)c1)C2	i	0.4
BrCCc1ccccc1	i	1.8
COC(=O)C1=C(c2ccccc2OCc2ccccc2)C[C@@H]2CC[C@H]1N2C	i	0.6
CS(=O)(=O)c1ccc(C2=C(CNC(=O)c3ccc([N+](=O)[O-])cc3)[C@H]3CC[C@@H](C2)N3CCOc2ccccc2)cc1	i	0.5
O=c1[nH]c2ccccc2n1C1CCN(C(CCc2ccccc2)c2nnnn2C2CCCCC2)CC1 (stereo not drawn)	i	1.6
COC(=O)C1=C(c2ccc(F)cc2OCc2ccccc2)C[C@@H]2CC[C@H]1N2C(=O)N1CCOCC1	i	1.5
COC(=O)C1=C(c2ccc(S(C)(=O)=O)cc2)C[C@@H]2CC[C@H]1N2C(=O)N1CCOCC1	i	1.7
Cc1c(NS(=O)(=O)c2ccccc2)ccc([N+](=O)[O-])c1Cl	i	0.7
COC(=O)C1=C(c2ccc(Cl)c(C(F)(F)F)c2)C[C@@H]2CC[C@H]1N2C(=O)N1CCCC1	i	0.4
O=C1NCN(c2ccccc2)C12CCN(C(c1nnnn1C1CCCCC1)C1CC1)CC2 (stereo not drawn)	i	1.2
CN(C)N=O	i	2.0
C[C@]12CC[C@H](N)CC1=CCC1C2CC[C@@]2(C)C1CC[C@@H]2O (stereo partly drawn)	i	0.8
CN1C(=O)NC(=O)C2(CCCC2)C1=O	i	0.3
Cc1cc(C(=O)OCC(=O)Nc2ccccc2F)c(C)n1C1CC1	i	0.4
COc1ccccc1-n1c(-c2ccccc2F)nc2ccccc2c1=O	i	0.5
CN1CCN(c2ccc3c(c2)S(=O)(=O)c2ccccc2C3=O)CC1	i	0.8
CCOC(=O)c1cccc(C2=C(CNC(=O)c3nccs3)[C@H]3CC[C@@H](C2)N3Cc2ccccc2)c1	i	1.2

Further structures follow.
SMILES	Myeloid diff 2	Myeloid diff 2 GFP+ MAC1+ %
Cc1ccc(CN2CCC3CCC(C3)C2)c(O)c1 (stereo not drawn)	i	0.6
Cc1cc(C(=O)OCC(=O)Nc2ccc(F)cc2)c(C)n1C1CC1	i	0.6
CC12C=CC(=O)C=C1CCC1C2C(=O)CC2(C)C(=O)CCC12 (stereo not drawn)	i	1.0
COc1cccc(C)c1NC1=NCCO1	i	0.8
C/C=C1/C[N+]2(C)CCC34C(=C(C=O)[C@H]1C[C@@H]32)Nc1ccccc14 (stereo partly drawn)	i	1.0
COC(=O)C1=C(c2ccc(F)cc2OCc2ccccc2)C[C@@H]2CC[C@H]1N2C(=O)NCCO	i	1.3
CC(C)(C)C(=O)O[C@H]1CC[C@@]2(C)C(=CC(=O)C3C2CC[C@]2(C)C(=O)[C@@H](F)CC32)C1 (stereo partly drawn)	i	1.0
Cc1cccc(C)c1-n1nnnc1C(C1CC1)N1CCC(n2c(=O)[nH]c3ccccc32)CC1 (stereo not drawn)	i	0.2
COc1ccccc1C1=NCc2nnc(CSC)n2-c2ccc(Cl)cc21	i	1.2
S=C(NCCc1ccccc1)N1Cc2cc(N3CCCCC3)ccc2-n2nncc2C1	i	0.7
c1ccc2c(c1)[IH]c1ccccc1-2	?	/
Cc1ccc(OC(=O)N(C)C[C@@H]2OCc3cnnn3CCCC(=O)N([C@@H](C)CO)C[C@@H]2C)cc1	i	1.7
CCCCCCCCCCOC(=O)CCN1CC1	i	1.1
CCN(CCCl)c1cc(CN(C)C)cc(NC(=O)c2ccc(C(=O)Nc3cc(CN(C)C)cc(N(CC)CCCl)c3)cc2)c1	?	/
COC(=O)[C@@]1(Sc2ccc(C)cc2)CC(=O)N(P(=O)(OC)OC)[C@@H]1c1ccccc1	i	0.5

27 compounds out of the list, arranged by count of non-hydrogen atoms, descending:
SMILES	Myeloid diff 2	Myeloid diff 2 GFP+ MAC1+ %
COC(=O)C1=C(c2ccc(F)cc2OCc2ccccc2)C[C@@H]2CC[C@H]1N2C(=O)NCc1ccccc1Cl	+	6.4*
COC(=O)C1=C(c2ccc(OCc3ccccc3)cc2)C[C@@H]2CC[C@H]1N2C(=O)NCc1ccc(F)cc1	i	0.2
COC(=O)C1=C(c2cccc(OC)c2OC)C[C@@H]2CC[C@H]1N2C(=O)NCc1cccc2ccccc12	i	1.9
COC(=O)C1=C(c2ccc(C(C)=O)cc2)C[C@@H]2CC[C@H]1N2C(=O)NCc1ccc(C(F)(F)F)cc1	i	4.0
Cc1ccc(OC(=O)N(C)C[C@@H]2OCc3cnnn3CCCC(=O)N([C@@H](C)CO)C[C@@H]2C)cc1	i	1.7
COC(=O)C1=C(c2ccc(F)cc2OCc2ccccc2)C[C@@H]2CC[C@H]1N2C(=O)NCCO	i	1.3
COC(=O)C1=C(c2ccc(F)cc2F)C[C@@H]2CC[C@H]1N2C(=O)NCCOc1ccccc1	i	1.7
COC(=O)[C@@]1(Sc2ccc(C)cc2)CC(=O)N(P(=O)(OC)OC)[C@@H]1c1ccccc1	i	0.5
CCS(=O)(=O)NCc1nnc2n1-c1ccc(Br)cc1C(c1ccccc1Cl)=NC2	i	1.4
CC(=O)OC1CCC2(C)C(CC(=O)C3C2CCC2(C)C(OC(C)=O)CCC32)C1 (stereo not drawn)	i	0.6
CCOC(=O)[C@]12Cc3cc(Cl)ccc3[C@H]1N(C)C(=O)c1cc(OC)ccc12	+	1.9*
COc1ccccc1-n1c(-c2ccccc2F)nc2ccccc2c1=O	i	0.5
Cc1cc(C(=O)OCC(=O)Nc2ccccc2F)c(C)n1C1CC1	i	0.4
C/C=C1/C[N+]2(C)CCC34C(=C(C=O)[C@H]1C[C@@H]32)Nc1ccccc14 (stereo partly drawn)	i	1.0
O=C(c1cccs1)N1CCC(C(=O)O)(c2ccccc2)CC1	i	0.1
C[C@]12CC[C@H](N)CC1=CCC1C2CC[C@@]2(C)C1CC[C@@H]2O (stereo partly drawn)	i	0.8
O=c1c2ccccc2[nH]c(=S)n1-c1cccc(Cl)c1	i	0.2
ClC(Cl)=C(c1ccc(Cl)cc1)c1ccc(Cl)cc1	i	1.7
O=P(N1CC1)(N1CC1)N1CCc2ccccc21	i	5.4
CC(NC(=O)N1CC1(C)C)c1ccccc1 (stereo not drawn)	i	1.0
COc1cccc(C)c1NC1=NCCO1	i	0.8
CN1C(=O)NC(=O)C2(CCCC2)C1=O	i	0.3
c1ccc2c(c1)[IH]c1ccccc1-2	?	/
COc1ccc(CCN)cc1O	i	2.2
NNC(=O)c1ccc(O)cc1	i	0.9
BrCCc1ccccc1	i	1.8
CC(C)(Cl)[N+](=O)[O-]	i	1.6

Other entries follow:
SMILES	Myeloid diff 2	Myeloid diff 2 GFP+ MAC1+ %
C[C@]12CCC3C(CC[C@H]4C[C@H](O)CC[C@]34C)C1C[C@@H](O)[C@H]2O (stereo partly drawn)	i	0.9
Cc1cc(-c2ccc(N)c(C)c2)ccc1N	i	1.5
Cc1nc2ccccc2c(=O)n1-c1nccs1	i	0.6
COC(=O)C12CCc3cc(OC)ccc3C1=CC(=O)C2 (stereo not drawn)	i	1.3
Cn1c(=O)oc(=O)c2ccccc21	i	1.2
COC(=O)C1=C(c2ccc(OC(F)(F)F)cc2)C[C@@H]2CC[C@H]1N2C(=O)NCCc1ccccc1	i	2.3
COC(=O)C1=C(c2ccc(S(C)(=O)=O)cc2)C[C@@H]2CC[C@H]1N2C(=O)NCc1cccc2ccccc12	i	1.8
c1ccc(CNC2CCCCCCC2)cc1 (tested in a mixture with another compound)	i	0.4
O=C1NC(=O)C2C1C1(Cl)C(Cl)=C(Cl)C2(Cl)C1(Cl)Cl (stereo not drawn)	i	0.5
COc1cc(C(=O)O)cc(OC)c1OC	i	1.7
COC(=O)C1=C(c2ccc(Cl)c(C(F)(F)F)c2)C[C@@H]2CC[C@H]1N2C(=O)NCCCOC(C)C	i	2.2
COC(=O)C1=C(c2cccc(OC)c2OC)C[C@@H]2CC[C@H]1N2C(=O)N1CCCC1	i	2.1
COc1ccc(C(SCC(NC(=O)OCc2ccccc2)C(=O)O)c2ccc(OC)cc2)cc1 (stereo not drawn)	i	1.1
COC(=O)C1=C(c2ccc(C(C)=O)cc2)C[C@@H]2CC[C@H]1N2C(=O)NCc1ccc(F)cc1	i	1.0
CC(C)CCC1(CCO)C(=O)NC(=S)NC1=O	i	0.7
O=C1NCN(c2ccccc2)C12CCN(C(c1cc3ccccc3o1)c1nnnn1Cc1ccccc1)CC2 (stereo not drawn)	i	0.7
CCS(=O)(=O)CCSP(=O)(OC)OC	i	1.1
Cc1ccc(O)c(C)c1	i	1.2
CC(=O)[C@@]1(O)CCC2C3CC=C4C[C@@H](O)CC[C@]4(C)C3CC[C@@]21C (stereo partly drawn)	i	0.3
CCCCC1(CCC)C(=O)NC(=S)NC1=O	i	1.0
CCC1CN1P(=S)(N1CC1CC)N1CC1CC (stereo not drawn)	i	1.2
C[C@H]1[C@@H](c2ccccc2)O[C@@H](c2ccccc2Br)N1C	i	1.1
Cc1ccc(C2C(=O)NC(=O)NC2=O)cc1	i	0.4
CCN(CC)C(=O)c1ccc(NC(=O)c2ccc(-n3cncn3)c([N+](=O)[O-])c2)cc1	i	0.3
